NSD2 inh – blocks human NSD2 histone methyltransferase activity; O96028; NSD2-SET H3K36me1 DELFIA fluorescence, biochemical; inhibition, % at 12.5 µM; hit rate 0.07% among 44,000; in the data active means inhibition above about 54%, passing the limit was not always enough;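 further: inhibitors reduce the monomethyl H3K36 fluorescence signal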
Target sequence (O96028 whole entry, looked up): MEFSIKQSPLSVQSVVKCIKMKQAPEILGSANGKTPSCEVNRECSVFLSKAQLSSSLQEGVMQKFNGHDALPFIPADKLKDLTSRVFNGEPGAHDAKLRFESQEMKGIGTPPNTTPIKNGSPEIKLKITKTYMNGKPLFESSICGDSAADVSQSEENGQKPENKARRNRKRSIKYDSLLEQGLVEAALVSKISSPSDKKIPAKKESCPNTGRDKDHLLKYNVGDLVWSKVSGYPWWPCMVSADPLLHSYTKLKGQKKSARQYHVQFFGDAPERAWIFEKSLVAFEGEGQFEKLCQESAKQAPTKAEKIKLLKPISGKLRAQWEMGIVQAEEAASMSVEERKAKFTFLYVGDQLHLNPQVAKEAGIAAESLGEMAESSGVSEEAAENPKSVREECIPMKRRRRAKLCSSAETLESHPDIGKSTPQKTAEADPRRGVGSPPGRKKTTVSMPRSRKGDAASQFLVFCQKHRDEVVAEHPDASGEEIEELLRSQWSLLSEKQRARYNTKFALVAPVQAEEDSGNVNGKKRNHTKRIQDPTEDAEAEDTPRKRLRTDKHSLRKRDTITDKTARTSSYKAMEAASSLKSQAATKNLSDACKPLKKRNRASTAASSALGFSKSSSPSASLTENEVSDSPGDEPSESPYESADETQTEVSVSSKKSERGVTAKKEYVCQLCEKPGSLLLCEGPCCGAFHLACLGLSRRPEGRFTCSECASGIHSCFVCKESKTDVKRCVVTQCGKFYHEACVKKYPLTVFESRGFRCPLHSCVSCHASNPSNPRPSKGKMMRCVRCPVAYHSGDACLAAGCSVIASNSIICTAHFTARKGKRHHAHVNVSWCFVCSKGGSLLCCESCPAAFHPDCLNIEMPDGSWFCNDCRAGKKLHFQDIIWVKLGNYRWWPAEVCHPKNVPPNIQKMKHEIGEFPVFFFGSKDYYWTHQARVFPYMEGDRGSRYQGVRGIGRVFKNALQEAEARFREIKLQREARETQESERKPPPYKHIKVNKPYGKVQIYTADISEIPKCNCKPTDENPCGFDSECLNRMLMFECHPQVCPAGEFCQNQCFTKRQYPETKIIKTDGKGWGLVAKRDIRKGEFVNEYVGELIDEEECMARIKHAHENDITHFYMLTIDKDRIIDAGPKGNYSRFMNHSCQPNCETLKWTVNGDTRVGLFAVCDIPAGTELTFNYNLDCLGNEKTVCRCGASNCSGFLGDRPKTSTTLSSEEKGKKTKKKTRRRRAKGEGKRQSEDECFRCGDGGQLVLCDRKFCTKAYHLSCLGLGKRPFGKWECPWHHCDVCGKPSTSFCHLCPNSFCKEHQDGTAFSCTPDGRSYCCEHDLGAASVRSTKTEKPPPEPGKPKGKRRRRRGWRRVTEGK
* = called active by the depositor. Some of the compounds tested, so the mix of outcomes need not match the whole.

NSD2 inh,SMILES
3,C[C@@H]1CN([C@@H](C)CO)C(=O)CCCn2cc(nn2)CO[C@H]1CN(C)C(=O)C1CCCCC1
-2,C[C@@H]1CCCCO[C@@H](CN(C)Cc2ccccc2)[C@@H](C)CN([C@H](C)CO)C(=O)c2cc(NC(=O)CCC(F)(F)F)ccc2O1
5,O=C(Nc1cc(F)ccc1F)N[C@H]1C=C[C@@H](CC(=O)N2CCc3ccccc3C2)O[C@@H]1CO
1,C[C@@H]1CN([C@@H](C)CO)C(=O)CCCn2cc(nn2)CO[C@@H]1CN(C)Cc1cccc(O)c1
3,COc1cccc(CNc2ccc3c(c2)ncn3C)c1OC
7,C[C@H]1CN([C@@H](C)CO)C(=O)c2cc(NC(=O)c3ccncc3)ccc2O[C@H]1CN(C)S(=O)(=O)c1ccc(F)cc1
-5,C[C@@H]1CN([C@@H](C)CO)C(=O)c2cc(NS(=O)(=O)c3ccc(F)cc3)ccc2O[C@@H](C)CCCCO[C@H]1CN(C)S(=O)(=O)c1cccs1
-3,C[C@H](CO)N1C[C@H](C)[C@H](CN(C)C(=O)Nc2ccc(F)cc2)Oc2ccc(NC(=O)CCCCCC(=O)Nc3ccccc3N)cc2C1=O
-7,CO[C@H]1O[C@H](CO)[C@@H](OC(=O)Nc2ccccc2-c2ccccc2)[C@H](OC(=O)Nc2ccc3c(c2)OCO3)[C@@H]1OC(=O)Nc1ccc2c(c1)OCO2
6,C[C@@H]1CN([C@H](C)CO)C(=O)c2cc(NS(C)(=O)=O)ccc2O[C@@H]1CN(C)CC1CC1
1,C[C@@H]1CN([C@H](C)CO)C(=O)c2cc(/C=C/c3ccccc3)cnc2O[C@@H]1CN(C)Cc1cncnc1
-2,C[C@@H]1CCCCO[C@H](CN(C)C(=O)CCC(F)(F)F)[C@H](C)CN([C@H](C)CO)C(=O)c2cc(NS(=O)(=O)c3ccccc3)ccc2O1
10,COc1ccc(NC(=O)N(C)C[C@H]2Oc3ccc(NC(=O)Cc4cn(C)c5ccccc45)cc3C(=O)N([C@H](C)CO)C[C@@H]2C)cc1
-4,C[C@H](CO)N1C[C@H](C)[C@H](CN(C)C(=O)Nc2ccccc2)OCCCC[C@H](C)Oc2ccc(NC(=O)Nc3ccccc3)cc2C1=O
3,Cc1noc(C)c1NC(=O)N(C)C[C@@H]1Oc2ccc(N(C)C)cc2CC(=O)N([C@H](C)CO)C[C@@H]1C
3,C[C@H](CO)N1C[C@H](C)[C@H](CN(C)Cc2cccc(C(=O)O)c2)OCc2ccccc2-c2c(n(C)c3ccccc23)C1=O
-1,COc1ccc(NC(=O)Nc2ccc3c(c2)C(=O)N([C@H](C)CO)C[C@@H](C)[C@@H](CN(C)C(=O)NC2CCCCC2)O3)cc1
-8,CC(=O)N(C)C[C@@H]1Oc2cc(-c3cccnc3)ccc2S(=O)(=O)N([C@@H](C)CO)C[C@@H]1C
-2,C[C@@H]1CCCCO[C@@H](CN(C)Cc2ccncc2)[C@@H](C)CN([C@H](C)CO)C(=O)c2cc(NC(=O)CCC(F)(F)F)ccc2O1
-10,COc1ccc(NC(=O)N(C)C[C@H]2Oc3ccc(NC(=O)Nc4ccc5c(c4)OCO5)cc3C(=O)N([C@@H](C)CO)C[C@H]2C)cc1

Shown as tab-separated lines: 2 of the compounds above.
canonical_smiles	NSD2 inh
C[C@@H]1CN([C@H](C)CO)C(=O)c2cc(/C=C/c3ccccc3)cnc2O[C@@H]1CN(C)Cc1cncnc1	1
C[C@@H]1CCCCO[C@H](CN(C)C(=O)CCC(F)(F)F)[C@H](C)CN([C@H](C)CO)C(=O)c2cc(NS(=O)(=O)c3ccccc3)ccc2O1	-2

Further entries.
NSD2 inh,SMILES
2,C[C@@H]1CN([C@@H](C)CO)C(=O)CCCn2nncc2CO[C@H]1CN(C)CC1CC1
-3,CC(C)CC#Cc1ccc2c(c1)O[C@@H](CN(C)C(=O)NC1CCCC1)[C@H](C)CN([C@H](C)CO)S2(=O)=O
2,C[C@H]1C[C@H]2[C@@H]3CCC4=CC(=O)C=C[C@]4(C)[C@@]3(F)[C@@H](O)C[C@]2(C)[C@@]1(O)C(=O)CO
-4,O=C(N/N=C/c1ccc(-c2cccc(Cl)c2)o1)c1ccccn1
-1,CC(C)COC(=O)N(C)C[C@H]1OCc2ccccc2-c2ccccc2C(=O)N([C@@H](C)CO)C[C@@H]1C
16,O=C(O)Cc1cccc(OCCCN(Cc2cccc(C(F)(F)F)c2Cl)CC(c2ccccc2)c2ccccc2)c1
4,C[C@@H]1CN([C@@H](C)CO)S(=O)(=O)c2ccc(-c3cccnc3)cc2O[C@@H]1CN(C)C(=O)NC1CCCCC1
10,C[C@H](CO)N1C[C@H](C)[C@@H](CN(C)Cc2ccncc2)OCCCC[C@H](C)Oc2ccc(NS(=O)(=O)c3cccs3)cc2C1=O
-46,COc1ccc(C#Cc2cnc3c(c2)C(=O)N([C@@H](C)CO)C[C@H](C)[C@@H](CN(C)C)O3)cc1
-4,CCCC#Cc1ccc2c(c1)O[C@H](CN(C)Cc1cccnc1)[C@H](C)CN([C@@H](C)CO)S2(=O)=O
-1,C[C@@H]1CN([C@@H](C)CO)C(=O)c2cc(C3=CCCC3)cnc2O[C@@H]1CN(C)Cc1ccc(F)cc1
-8,C[C@@H]1CN([C@@H](C)CO)C(=O)c2cc(C#CCN(C)C)cnc2O[C@H]1CN(C)S(=O)(=O)c1ccccc1
2,COc1cccc(S(=O)(=O)N(C)C[C@@H]2Oc3ncc(-c4cccc(C(F)(F)F)c4)cc3C(=O)N([C@H](C)CO)C[C@@H]2C)c1
6,Cc1noc(C)c1S(=O)(=O)N(C)C[C@@H]1Oc2ccc(NS(=O)(=O)c3ccc(F)cc3)cc2CC(=O)N([C@H](C)CO)C[C@H]1C
-4,C[C@H]1CCCCO[C@@H](CN(C)C(=O)Cc2ccccc2)[C@@H](C)CN([C@@H](C)CO)C(=O)c2cc(NS(=O)(=O)c3ccccc3)ccc2O1
1,C[C@@H]1CCCCO[C@@H](CN(C)C(=O)Nc2ccccc2)[C@@H](C)CN([C@H](C)CO)C(=O)c2cc(NC(=O)Nc3ccccc3)ccc2O1
-4,CC(C)NC(=O)Nc1ccc2c(c1)C(=O)N([C@@H](C)CO)C[C@@H](C)[C@H](CN(C)C(=O)NC1CCCCC1)OCCCC[C@@H](C)O2
6,COCC#Cc1ccc2c(c1)O[C@@H](CN(C)Cc1cncnc1)[C@H](C)CN([C@H](C)CO)S2(=O)=O
5,C[C@@H]1CN([C@@H](C)CO)C(=O)c2cc(NS(=O)(=O)c3cn(C)cn3)ccc2O[C@@H]1CN(C)C(=O)Nc1ccc2c(c1)OCO2
-1,C[C@H]1CN([C@@H](C)CO)C(=O)Cc2cc(NS(C)(=O)=O)ccc2O[C@H]1CN(C)C(=O)Nc1ccc2c(c1)OCO2
-4,C[C@@H]1CCCCO[C@H](CN(C)S(=O)(=O)c2ccc(F)cc2)[C@@H](C)CN([C@H](C)CO)C(=O)c2cc(NC(=O)CCCCCC(=O)Nc3ccccc3N)ccc2O1
-7,CNC[C@@H]1Oc2c(NC(=O)NC3CCCCC3)cccc2C(=O)N([C@H](C)CO)C[C@@H]1C
-6,C[C@H]1CN([C@@H](C)CO)C(=O)c2cccc(NC(=O)CCCCCC(=O)Nc3ccccc3N)c2O[C@H]1CN(C)Cc1ccc(Cl)c(Cl)c1
-2,C[C@@H]1CN([C@@H](C)CO)C(=O)CCCn2cc(nn2)CO[C@@H]1CN(C)C(=O)Nc1ccc2c(c1)OCO2
2,O=C(O)CCCCCC(=O)N/N=C/c1ccco1
24,Cc1noc(C)c1S(=O)(=O)N(C)C[C@@H]1Oc2c(NC(=O)C3CCOCC3)cccc2C(=O)N([C@@H](C)CO)C[C@@H]1C
3,C[C@H](CO)N1C[C@H](C)[C@H](CN(C)S(=O)(=O)c2ccccc2)Oc2c(NC(=O)C3CC3)cccc2C1=O
-1,C[C@H]1CN([C@@H](C)CO)C(=O)c2cc(-c3ccc(F)cc3)cnc2O[C@@H]1CN(C)C(=O)Nc1ccc(F)cc1
1,Cc1noc(C)c1S(=O)(=O)Nc1ccc2c(c1)C(=O)N([C@@H](C)CO)C[C@H](C)[C@H](CN(C)CC1CC1)OCCCC[C@@H](C)O2
2,COCC#Cc1ccc2c(c1)O[C@@H](CN(C)S(=O)(=O)c1ccc(OC)cc1)[C@H](C)CN([C@@H](C)CO)S2(=O)=O
1,COc1ccc(S(=O)(=O)N(C)C[C@@H]2Oc3c(NS(=O)(=O)c4ccc(C)cc4)cccc3C(=O)N([C@H](C)CO)C[C@@H]2C)cc1
0,C[C@H]1CN([C@@H](C)CO)C(=O)Cc2cc(N(C)C)ccc2O[C@H]1CN(C)S(=O)(=O)c1ccc(Cl)cc1
7,C[C@H]1CCCCO[C@@H](CN(C)C(=O)CCCN(C)C)[C@@H](C)CN([C@@H](C)CO)C(=O)c2cc(NS(C)(=O)=O)ccc2O1
-9,C[C@@H]1CN([C@@H](C)CO)C(=O)c2cc(NC(=O)Nc3ccc(F)cc3)ccc2O[C@@H]1CN(C)C(=O)Nc1ccc(C(F)(F)F)cc1
-494,C[C@@H]1CN([C@H](C)CO)S(=O)(=O)c2ccc(/C=C/c3ccccc3)cc2O[C@H]1CN(C)C(=O)C1CC1
5,C#CCNC(=O)C1=C[C@H](c2coc3ccccc3c2=O)C[C@H](OCCCCO)O1
-1,CO[C@@H](CN(C)Cc1nccs1)[C@H](C)CN([C@H](C)CO)S(=O)(=O)c1ccc(C)cc1
3,CC(C)NC(=O)Nc1ccc2c(c1)C(=O)N([C@@H](C)CO)C[C@H](C)[C@H](CN(C)C(=O)Nc1ccccc1)O2
-9,C[C@H]1CN([C@@H](C)CO)C(=O)Cc2cc(NS(=O)(=O)c3ccc(Cl)cc3)ccc2O[C@H]1CN(C)C(=O)Nc1ccc(C(F)(F)F)cc1
-1,C[C@H](CO)N1C[C@H](C)[C@@H](CN(C)S(=O)(=O)c2ccc3c(c2)OCCCO3)OCc2cn(nn2)CCCC1=O
-4,COCC#Cc1cnc2c(c1)C(=O)N([C@H](C)CO)C[C@@H](C)[C@@H](CN(C)C(=O)c1ccc(F)cc1)O2
-3,C[C@@H]1CN([C@H](C)CO)C(=O)c2cccc(NC(=O)Nc3cccc4ccccc34)c2O[C@H]1CN(C)S(=O)(=O)c1cn(C)cn1
-1,C[C@]1(C(=O)NC2CC2)c2ccccc2C(=O)N(Cc2cc(C(F)(F)F)cc(C(F)(F)F)c2)[C@H]1c1ccc(CO)cc1
4,C[C@H](CO)N1C[C@H](C)[C@H](CN(C)C(=O)c2ccc(F)cc2)Oc2ncc(C3=CCCC3)cc2C1=O
5,COc1ccc(NC(=O)N(C)C[C@H]2Oc3ccc(NC(=O)CCC(F)(F)F)cc3CC(=O)N([C@H](C)CO)C[C@@H]2C)cc1
4,C[C@H](CO)N1C[C@H](C)[C@H](CN(C)S(=O)(=O)c2ccc(C(F)(F)F)cc2)OCc2ccccc2-c2ccccc2C1=O
0,COc1ccc(C(=O)NC(c2c(C)[nH]n(-c3ccccc3)c2=O)(C(F)(F)F)C(F)(F)F)cc1
-3,CC(C)NC(=O)Nc1ccc2c(c1)C(=O)N([C@H](C)CO)C[C@H](C)[C@H](CN(C)Cc1ccc(C(F)(F)F)cc1)O2
-3,C[C@H](CO)N1C[C@H](C)[C@H](CN(C)S(=O)(=O)c2cn(C)cn2)Oc2ccc(NC(=O)Cn3cnnn3)cc2C1=O
-1,C[C@H](CO)N1C[C@H](C)[C@@H](CN(C)C(=O)c2cccnc2)Oc2ncc(-c3ccc(C(=O)N(C)C)cc3)cc2C1=O
1,C[C@H](CO)N1C[C@H](C)[C@@H](CN(C)S(=O)(=O)c2ccc(F)cc2)Oc2ccc(NC(=O)CCCCCC(=O)Nc3ccccc3N)cc2C1=O
7,C[C@H]1CN([C@@H](C)CO)S(=O)(=O)c2ccc(C#CCC3CCCC3)cc2O[C@H]1CN(C)C(=O)CN(C)C
-1,C[C@H]1CN([C@@H](C)CO)C(=O)c2cccc(NC(=O)c3ccc(-c4nccs4)cc3)c2O[C@@H]1CN(C)Cc1ccccc1
1,C[C@@H]1CCCCO[C@@H](CN(C)C(=O)Nc2ccc(C(F)(F)F)cc2)[C@@H](C)CN([C@H](C)CO)C(=O)c2cc(NC(=O)Nc3cccc4ccccc34)ccc2O1
-6,C[C@H](CO)N1C[C@H](C)[C@@H](CN(C)C(=O)Nc2ccc(C(F)(F)F)cc2)Oc2ccc(NC(=O)NC3CCCCC3)cc2C1=O
-7,O=C1c2ccccc2[C@](Cc2ccccc2I)(C(=O)O)[C@H](c2ccc(CO)cc2)N1C1CCCCC1
4,C[C@@H]1CCCCO[C@@H](CN(C)CC2CCCCC2)[C@@H](C)CN([C@H](C)CO)C(=O)c2cc(NS(C)(=O)=O)ccc2O1
-3,C[C@H]1CN([C@@H](C)CO)C(=O)c2cccc(NC(=O)NC3CCCCC3)c2O[C@@H]1CN(C)S(=O)(=O)c1ccccc1
0,C[C@@H]1CN([C@H](C)CO)C(=O)CCCn2cc(nn2)CO[C@H]1CN(C)S(=O)(=O)c1ccccc1
0,C[C@@H]1CN([C@@H](C)CO)C(=O)c2cc(NS(C)(=O)=O)ccc2O[C@@H](C)CCCCO[C@H]1CN(C)C(=O)c1ccncc1

Reprinted at random: five entries already listed
NSD2 inh,SMILES
-9,C[C@H]1CN([C@@H](C)CO)C(=O)Cc2cc(NS(=O)(=O)c3ccc(Cl)cc3)ccc2O[C@H]1CN(C)C(=O)Nc1ccc(C(F)(F)F)cc1
3,Cc1noc(C)c1NC(=O)N(C)C[C@@H]1Oc2ccc(N(C)C)cc2CC(=O)N([C@H](C)CO)C[C@@H]1C
-1,C[C@H](CO)N1C[C@H](C)[C@@H](CN(C)C(=O)c2cccnc2)Oc2ncc(-c3ccc(C(=O)N(C)C)cc3)cc2C1=O
-3,CC(C)CC#Cc1ccc2c(c1)O[C@@H](CN(C)C(=O)NC1CCCC1)[C@H](C)CN([C@H](C)CO)S2(=O)=O
1,COc1ccc(S(=O)(=O)N(C)C[C@@H]2Oc3c(NS(=O)(=O)c4ccc(C)cc4)cccc3C(=O)N([C@H](C)CO)C[C@@H]2C)cc1

By substructure: the entries above containing a COOH group.
NSD2 inh,SMILES
3,C[C@H](CO)N1C[C@H](C)[C@H](CN(C)Cc2cccc(C(=O)O)c2)OCc2ccccc2-c2c(n(C)c3ccccc23)C1=O
16,O=C(O)Cc1cccc(OCCCN(Cc2cccc(C(F)(F)F)c2Cl)CC(c2ccccc2)c2ccccc2)c1
2,O=C(O)CCCCCC(=O)N/N=C/c1ccco1
-7,O=C1c2ccccc2[C@](Cc2ccccc2I)(C(=O)O)[C@H](c2ccc(CO)cc2)N1C1CCCCC1
